Source: PubChem BioAssay
B2AR arrestin – recruits beta-arrestin to the human beta2-adrenergic receptor. P07550. beta-arrestin recruitment to beta2AR, cell-based reporter. Potency, µM (titrated, usually from 46.1 µM), for inactives: top-dose activation, hits mostly activators. 330,000 tested, 0.02% active;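 note: potency is the fitted concentration of half-maximal effect; 0% = DMSO controls and full agonism = EC100 isoproterenol or metaproterenol; nearly all actives have a fitted effect of over 65% in size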
CXXC DNA block – blocks binding of human MLL CXXC domain to DNA; Q03164; MLL-CXXC / FITC-HOXA9 DNA fluorescence polarization; Potency, µM (doses to about 115 µM), without a hit: top-dose activity change, negative = inhibition, actives largely listed as inhibitors; 290,000 tested, 0.037% active; AID 2662; active = well fitted inhibition curve with a large enough effect in the polarisation, with a control signal flat, not every such curve was filed as active; inconclusive = small, poorly fitted or top-dose-only effect, or effect the other way, or a change in a side signal; inactive = no such curve, though single readings can be large or run the other way; the % refers to the polarisation; note: potency is the fitted concentration of half-maximal effect
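Steps: dispense CXXC domain solution (7 uM) → pin compounds or unlabeled HOX-A9 DNA control → 5 min ambient → add FLSN-HOX-A9 solution (50 nM) → spin → 30 min ambient → fluorescence polarization. Tris pH 7.5/NaCl/DTT/BSA buffer.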
TRPV1 ag – agonists of human vanilloid receptor 1 (TRPV1); Q8NER1; TRPV1-expressing cells, Fluo-8 calcium influx, agonist mode; activation, % at 8.33 µM; 320,000 tested, 0.19% active; AID 540275; in the data active = activation above about 80%; inconclusive = between about 30% and that limit; note: 0% is about no effect
Target sequence (Q8NER1 whole entry, looked up): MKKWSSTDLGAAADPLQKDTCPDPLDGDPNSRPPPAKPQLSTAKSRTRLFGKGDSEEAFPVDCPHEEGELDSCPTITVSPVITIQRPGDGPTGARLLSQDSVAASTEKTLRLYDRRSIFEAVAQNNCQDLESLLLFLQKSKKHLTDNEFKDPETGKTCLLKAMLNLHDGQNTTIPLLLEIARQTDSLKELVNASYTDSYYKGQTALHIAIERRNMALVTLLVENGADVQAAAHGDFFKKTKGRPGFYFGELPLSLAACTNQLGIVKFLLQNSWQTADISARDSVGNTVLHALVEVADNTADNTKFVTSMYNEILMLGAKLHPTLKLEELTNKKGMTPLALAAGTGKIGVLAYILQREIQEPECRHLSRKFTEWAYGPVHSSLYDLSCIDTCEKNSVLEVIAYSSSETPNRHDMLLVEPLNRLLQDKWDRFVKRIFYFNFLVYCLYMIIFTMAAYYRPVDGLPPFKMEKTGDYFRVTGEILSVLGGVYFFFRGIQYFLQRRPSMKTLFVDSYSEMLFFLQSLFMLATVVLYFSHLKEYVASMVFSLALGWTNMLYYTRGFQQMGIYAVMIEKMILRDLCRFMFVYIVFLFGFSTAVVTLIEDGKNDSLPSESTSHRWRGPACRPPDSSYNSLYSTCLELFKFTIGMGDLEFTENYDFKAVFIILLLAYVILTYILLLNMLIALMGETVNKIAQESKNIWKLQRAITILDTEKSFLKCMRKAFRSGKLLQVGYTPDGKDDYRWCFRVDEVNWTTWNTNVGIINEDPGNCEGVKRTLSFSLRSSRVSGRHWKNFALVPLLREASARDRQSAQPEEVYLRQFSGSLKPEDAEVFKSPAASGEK
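Fluo-8 calcium influx in TRPV1-expressing cells, kinetic read (ex 480/em 520 nm). Compound added and read 3 min for agonist activity, followed by capsaicin at EC20 final and 2 min further read for enhancement.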
BRCA1 expr act – increases BRCA1 expression | MCF7-BRCA1-FFLuc reporter, luminescence, 48 h; response scale: scaled: vehicle 0%, 10 µM genistein 100% | Potency, µM (top dose mostly 46.1 µM), inactives show at the highest dose activation, hits mostly activators | 380,000 tested, 1.1% active; note: potency is the fitted concentration of half-maximal effect; nearly all actives have a fitted effect of over 80% in size; some results filed as inactive show a strong effect at the top dose
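First, MCF7-BRCA1-FFLuc cells (2000/well) attach for 2 h; next, compounds are pin-added and incubated 48 h at 37 °C; finally, luciferase reagent is added and luminescence read after 15 min.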
p53 reactivation – restores transcriptional activity of mutant p53 | H1299 p53-A138V BP100-luciferase reporter, luminescence, 24 h | Potency, µM (doses to about 92.2 µM), for inactives: at the highest dose activity change, positive = activation, most hits filed as activators | 320,000 tested, 0.063% active | AID 504706; note: potency is the fitted concentration of half-maximal effect; % of control where 0% means no effect; nearly all actives have a fitted effect of over 45% in size
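H1299 (p53-null), stable ts p53-A138V + BP100-Luc; 1000 cells/well, Opti-MEM/10% FBS; cpd 4 pt, 1:5; 24 h, 37 deg C, 5% CO2; detection reagent 10 min RT; luminescence.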
ELG1 DNA repair – inhibitors of ELG1-dependent DNA repair in HEK293T cells | HEK293T ELG1-luciferase reporter, luminescence, 16 h; DNA damage induced by 5-fluorouridine | Potency, µM (top dose mostly 46.1 µM), inactives show at the top dose activity change, negative = inhibition, hits mostly inhibitors | 330,000 tested, 2.3% active | AID 504467; note: potency is the fitted concentration of half-maximal effect; % is set by controls: 0 for no effect and ±100 for the full control effect; nearly all actives have a fitted effect of over 55% in size
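Luminescence from the luciferase reporter, measured 30 min after ONE-Glo reagent at room temperature, was the read-out. Beforehand, 2,000 cells per well were exposed for 16 hr at 37 °C to 5-fluorouridine together with compound or vehicle.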
A-T KAP1 phos – potential ataxia-telangiectasia treatments restoring KAP-1 phosphorylation | 320,000 tested, 0.19% active | […] A-T fibroblasts, KAP-1 phosphorylation AlphaLISA; neocarzinostatin DNA damage 30 min before lysis | Potency, µM (titrated, usually from 57.5 µM), inactives show at the highest dose activation, actives largely listed as activators; note: potency is the fitted concentration of half-maximal effect; % of control where 0% means no effect; nearly all actives have a fitted effect of over 45% in size
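ATM-like activity read as KAP-1 phosphorylation via AlphaLISA donor/acceptor antibody pairs after lysis and 6 hr at 25C. Cells were ATM-null patient fibroblasts ([…], hTERT), dosed 60 min, then exposed to the DSB inducer NCS for 30 min.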
TSG101-PTAP inh – blocks PTAP/TSG101 interaction to inhibit HIV-1 budding; Q99816; Fluorescence polarization, FITC-PTAP peptide / Tsg101 binding; Potency, µM (titrated, usually from 115 µM), for inactives: at the highest dose activity change, negative = inhibition, hits mostly inhibitors; 340,000 tested, under 10 active; AID 493005; active = well fitted inhibition curve with a large enough effect in the main read-out, with a control signal flat, not every such curve was filed as active; inconclusive = small, poorly fitted or top-dose-only effect, or effect the other way, or a change in a side signal; inactive = no such curve, though single readings can be large or run the other way; note: potency is the fitted concentration of half-maximal effect; % of control where 0% means no effect
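Steps: Tsg101 binding domain dispensed (10 uM final), compounds pinned in DMSO, FITC-labeled PTAP-motif peptide added (50 nM final); after 20 min binding at room temperature, polarization measured.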
Integrin act MD – integrin-mediated muscular dystrophy alleviation activation. 350,000 tested, 0.064% active. alpha7betagal myoblasts, beta-gal FDG fluorescence, 48 h. Potency, µM (doses to about 38.3 µM), inactives show top-dose activation, actives largely listed as activators;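 note: potency is the fitted concentration of half-maximal effect; 100% = response of the positive control SU9516; nearly all actives have a fitted effect of over 60% in size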
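Alpha7betagal+/- myoblasts (passage 13) were plated 16-24 hr, then exposed to compounds (1:260 dilution of DMSO stock) for 48 hours at 37C. After MPER lysis, β-galactosidase reporter activity was read as FDG fluorescence (ex 480/em 540) after 30 minutes.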
TCR act – T cell receptor activation; primary human leukocytes, anti-CD3, IL-2 HTRF, 48 h; Potency, µM (series often up to 9.22 µM), without a hit: top-dose activation of IL-2 secretion, usual class: activators; 330,000 tested, under 10 active; AID 504894; note: % of control where 0% means no effect
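IL-2 release read by HTRF sandwich (Eu cryptate donor, d2 acceptor, 665 nm emission) after 48 hr exposure of primary human leukocytes to compound together with anti-CD3 beads in the absence of co-stimulatory signals.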
* = called active by the depositor; ? = inconclusive; nt = no result given; [ ] = another dose, or the depositor's remark. Unless noted, calls come from the whole dose curve; as a rule, active = well fitted curve in the direction sought with a large enough effect; inconclusive = small, poorly fitted or top-dose-only effect, or another doubt; inactive = no such curve, though single readings can be large; an effect the other way counts as inactive or inconclusive.

SMILES | B2AR arrestin | CXXC DNA block | TRPV1 ag | BRCA1 expr act | p53 reactivation | ELG1 DNA repair | A-T KAP1 phos | TSG101-PTAP inh | Integrin act MD | TCR act
CCOC(=O)Cn1nnc(-c2ccc(OCC(C)C)cc2)n1 | 0.0% | -2% | 5 | 0% | -8% | 16% | -1% | -1% | -11% | 7%
CCc1cccc(OCCOCCN2CCCC2)c1 | -0.3% | 13% | -1 | -5% | 1% | -9% | -3% | -5% | -11% | -1%
Cc1ccc(NC(=O)CSc2ccc(-c3ccc4c(c3)OCO4)nn2)cc1F | 0.0% | -2% | 19 | 65% | ? | ? | 1% | 0% | 8% | 3%[46.1 µM]
C=C(C)CN1CCN(c2c(CCC#N)c(C)c(C#N)c3nc4ccccc4n23)CC1 | -0.5% | 25% | -4 | 9% | -15% | -2% | 11% | 9% | 2% | 2%
N#CCCN(Cc1ccncc1)C(=S)NC1CC2C=CC1C2 (centres undefined) | 0.2% | -2% | 1 | 9% | -4% | 0% | 22% | -7% | 0% | -2%
O=C(Nc1ccccc1C(=O)NCc1ccccc1)c1ccccc1Br | -0.5% | -4% | 16 | -27% | 1% | ? | 14% | -1% | 7% | 5%[46.1 µM]
CCOC(=O)c1nc(C)sc1-c1ccnn1S(=O)(=O)c1cccc(Cl)c1 | -0.6% | 3% | 19 | -3% | 2% | 3% | 5% | -2% | -28% | 4%
O=C(NCc1ccco1)Nc1cccc2ccccc12 | nt | nt | nt | 44% | nt | nt | nt | -1% | 21% | -7%
N#C/C(=C\c1cn(CC(=O)N2CCCCC2)c2ccccc12)C(=O)NCc1ccc2c(c1)OCO2 | -1.0% | ? | 0 | -22% | -4% | 1% | 2% | -1% | 0% | 5%[46.1 µM]
O=C(c1ccccc1)c1nn(-c2ccccc2)c(=O)cc1C(F)(F)F | -0.8% | 35%[activator] | 3 | -84% | -8% | ? | 18% | -5% | -47%[inhibitor] | -5%
CC(=O)/C(C#N)=C1\NC(=O)C(Cc2cc(Cl)ccc2Cl)S1 (centres undefined) | -0.5% | -12% | 0 | -17% | 1% | 0% | 1% | -9% | 32% | -2%
CCC(C)[C@H](NC(=O)NCCCc1ccccc1)C(=O)OC (some centres undefined) | -0.2% | 6% | 10 | 5% | -5% | 0% | 4% | -7% | -9%[7.66 µM] | nt
CCC1=NN(C(=O)c2ccc(Cl)cc2)C(O)(c2ccc(C)cc2)C1 (centres undefined) | -0.8% | 18% | 19 | -13% | -29% | -29% | -1% | -5% | 19% | 12%
Cc1ccc2c(c1)c1c(n2CC2COC(C)(C)O2)C(=O)CCC1 (centres undefined) | 0.2% | -7% | 0 | 0% | 1% | ? | 5% | -3% | -12% | 6%
Cc1ccc(C(=O)NNC(=O)c2cc(OCC(F)(F)F)ccc2OCC(F)(F)F)cc1 | 0.5% | -2% | 5 | 1% | -22% | ? | 0% | -4% | -22% | 4%
CCCCCSc1nc2c(c(=O)[nH]c(=O)n2C)n1C | 0.5% | 2% | -1 | 12% | -5% | -9% | 8% | -1% | 8% | 5%
CCN(CC)CCNC(=O)c1ccc2c(c1NCCO)C(=O)c1ccccc1C2=O | -0.6% | ? | -1 | -98%[inhibitor] | 3% | 13µM* | -8% | -8% | -58%[inhibitor] | 10%
COc1ccc(N(C(=O)c2snc(C(N)=O)c2N)C(C(=O)NC2CCCCC2)c2ccc(C)o2)c(OC)c1 (centres undefined) | -1.1% | -6% | -2 | -33% | 0% | 0% | -1% | -2% | -13% | 3%
O=C(c1cccnc1Cl)N1CCOCC1 | -0.5% | 1% | -2 | -11% | 1% | -1% | 1% | 0% | -6% | 1%
COc1cccc2cc(C(C)=O)c(=O)oc12 | 0.0% | -2% | 2 | 6% | 9% | 4% | -4% | -6% | -7%[7.66 µM] | nt
COc1ccc(C(=O)Nc2ncc3c(n2)-c2ccccc2CC3)cc1 | -0.1% | 3% | ? | -61% | 7% | -21% | -4% | -8% | 14% | -1%
COc1cccc(CNC(=O)CCC(=O)N2CCSc3ccccc32)c1OC | -0.5% | nt | 7 | -14% | nt | -6% | -14% | -4% | 6% | -1%
Cc1ccc(NC(=O)CSC(N)=O)cc1Cl | 0.0% | 0% | -1 | -37% | -1% | -15% | 1% | -1% | 32% | 0%
CN(C)S(=O)(=O)N(CC(=O)N1CCN(Cc2ccccc2)CC1)c1ccccc1 | -1.2% | 11% | 1 | 1% | 1% | -6% | 0% | -6% | -12% | 0%
COc1ccc(C(=O)NCc2c(CC(C)C)oc(C)c2C(=O)O)cc1 | -0.3% | -14% | -2 | -2% | 7% | 1% | -6% | 0% | 7% | -16%

Additional entries
SMILES | B2AR arrestin | CXXC DNA block | TRPV1 ag | BRCA1 expr act | p53 reactivation | ELG1 DNA repair | A-T KAP1 phos | TSG101-PTAP inh | Integrin act MD | TCR act
CCCn1c(=O)n(CC(=O)NCC2CCCO2)c(=O)c2c3c(sc21)COC(C)(C)C3 (centres undefined) | 0.1% | 41%[activator] | -1 | -1% | 7% | -1% | 8% | -4% | ? | 6%
O=C(NCc1ccccc1)N1CCn2c(nc3ccccc32)C1 | -0.2% | -10% | 0 | 19% | 4% | -4% | -1% | nt | 16% | 3%[46.1 µM]
CCS(=O)(=O)c1ccc2oc(SCC(=O)NCc3ccccc3)nc2c1 | -0.3% | 8% | 1 | 22% | -4% | -13% | 16% | 0% | 7% | 4%
CNc1nc(SC)nc(N(C#N)CC(=O)OC)n1 | 0.0% | -10% | -2 | -13% | 11% | 0% | -6% | -9% | 6% | 0%[46.1 µM]
CCOc1ccc(CCNC(=O)Cn2ccc3ccccc3c2=O)cc1OCC | -0.1% | 10% | 0 | -4% | -1% | 14% | -6% | 1% | -6% | 20%
CCOc1ccc(C(=O)Nc2cc(S(=O)(=O)Nc3ccccc3Cl)ccc2N2CCOCC2)cc1 | 0.0% | 3% | -1 | -43% | -10% | ? | -5% | -1% | -19% | 5%[46.1 µM]
C=CCN1C(=O)C(CCCC)NC1=S (centres undefined) | -2.5% | 9% | 1 | 8% | 3% | 4% | 0% | -5% | -17% | 2%[46.1 µM]
OC(CNCc1ccc(Cl)cc1)COc1ccccc1 (centres undefined) | 0.4% | -14% | 6 | -2% | 4% | 6% | 4% | 1% | 3% | -4%
CCS(=O)(=O)N1CCN=C1SCc1ccc(F)cc1 | -0.5% | 5% | -3 | 0% | -1% | 20% | 4% | -7% | -13% | 4%
COc1cccc(C2c3[nH]c4ccccc4c3C[C@H]3C(=O)N(c4ccccc4C(=O)N4CCC[C@H]4C(=O)O)C(=O)N23)c1 (some centres undefined) | 0.4% | -16% | 2 | 5% | nt | ? | -9% | -5% | -5% | 4%
CCN(CC(=O)Nc1ccccc1C(F)(F)F)C(=O)CCSc1ccc(F)cc1 | -0.4% | nt | 1 | -27% | -4% | -13% | -1% | -6% | 3% | 3%
COc1ccc(CCN(Cc2cc3cccc(C)c3[nH]c2=O)C(=O)N2CCCC2)cc1OC | -0.1% | -5% | -6 | -30% | -7% | ? | -18% | -3% | -18% | 3%
COc1ccc(C(=O)NCc2ccccn2)cc1[N+](=O)[O-] | 0.1% | 6% | -1 | 4% | -1% | -14% | 4% | -1% | 14% | 5%
COc1ccccc1-c1nnc(SCc2ccccn2)n1C | -0.1% | 3% | 0 | 0% | -6% | -7% | -8% | nt | 1% | nt

Grouped by structure, the entries above containing a COOH group.
SMILES | B2AR arrestin | CXXC DNA block | TRPV1 ag | BRCA1 expr act | p53 reactivation | ELG1 DNA repair | A-T KAP1 phos | TSG101-PTAP inh | Integrin act MD | TCR act
COc1ccc(C(=O)NCc2c(CC(C)C)oc(C)c2C(=O)O)cc1 | -0.3% | -14% | -2 | -2% | 7% | 1% | -6% | 0% | 7% | -16%
COc1cccc(C2c3[nH]c4ccccc4c3C[C@H]3C(=O)N(c4ccccc4C(=O)N4CCC[C@H]4C(=O)O)C(=O)N23)c1 (some centres undefined) | 0.4% | -16% | 2 | 5% | nt | ? | -9% | -5% | -5% | 4%

Profiles, quoted from the list. Order of values: B2AR arrestin | CXXC DNA block | TRPV1 ag | BRCA1 expr act | p53 reactivation | ELG1 DNA repair | A-T KAP1 phos | TSG101-PTAP inh | Integrin act MD | TCR act
Results for COc1ccc(C(=O)Nc2ncc3c(n2)-c2ccccc2CC3)cc1 → -0.1% | 3% | ? | -61% | 7% | -21% | -4% | -8% | 14% | -1%
Results for CC(=O)/C(C#N)=C1\NC(=O)C(Cc2cc(Cl)ccc2Cl)S1 (centres undefined) → -0.5% | -12% | 0 | -17% | 1% | 0% | 1% | -9% | 32% | -2%

Looked up above.
CXXC DNA block result of `COc1cccc(C2c3[nH]c4ccccc4c3C[C@H]3C(=O)N(c4ccccc4C(=O)N4CCC[C@H]4C(=O)O)C(=O)N23)c1` (some centres undefined) is entered as -16%
B2AR arrestin result of `OC(CNCc1ccc(Cl)cc1)COc1ccccc1` (centres undefined) is entered as 0.4%
BRCA1 expr act result of `CNc1nc(SC)nc(N(C#N)CC(=O)OC)n1` is entered as -13%
BRCA1 expr act result of `O=C(NCc1ccccc1)N1CCn2c(nc3ccccc32)C1` is entered as 19%
